KDM5B inhibitor: Primary screen for KDM5B Histone Demethylases FDH-coupled qHTS; Lysine-specific demethylase 5B (Homo sapiens), Q9UGL1; KDM5B demethylase, FDH-coupled NADH fluorescence (FDH is formaldehyde dehydrogenase); Potency, µM (top dose mostly 57.7 µM), without a hit: at the highest dose activity change, negative = inhibition, most hits filed as inhibitors; 220,000 compounds, 2.6% hits; AID 1347165, 2019; active means well fitted inhibition curve with a large enough effect; inconclusive means small, poorly fitted or top-dose-only effect; inactive means no such curve, though single readings can be large or run the other way; further: 0% is about no effect; nearly all actives have a fitted effect of over 70% in size
Target sequence (Q9UGL1 whole entry, looked up): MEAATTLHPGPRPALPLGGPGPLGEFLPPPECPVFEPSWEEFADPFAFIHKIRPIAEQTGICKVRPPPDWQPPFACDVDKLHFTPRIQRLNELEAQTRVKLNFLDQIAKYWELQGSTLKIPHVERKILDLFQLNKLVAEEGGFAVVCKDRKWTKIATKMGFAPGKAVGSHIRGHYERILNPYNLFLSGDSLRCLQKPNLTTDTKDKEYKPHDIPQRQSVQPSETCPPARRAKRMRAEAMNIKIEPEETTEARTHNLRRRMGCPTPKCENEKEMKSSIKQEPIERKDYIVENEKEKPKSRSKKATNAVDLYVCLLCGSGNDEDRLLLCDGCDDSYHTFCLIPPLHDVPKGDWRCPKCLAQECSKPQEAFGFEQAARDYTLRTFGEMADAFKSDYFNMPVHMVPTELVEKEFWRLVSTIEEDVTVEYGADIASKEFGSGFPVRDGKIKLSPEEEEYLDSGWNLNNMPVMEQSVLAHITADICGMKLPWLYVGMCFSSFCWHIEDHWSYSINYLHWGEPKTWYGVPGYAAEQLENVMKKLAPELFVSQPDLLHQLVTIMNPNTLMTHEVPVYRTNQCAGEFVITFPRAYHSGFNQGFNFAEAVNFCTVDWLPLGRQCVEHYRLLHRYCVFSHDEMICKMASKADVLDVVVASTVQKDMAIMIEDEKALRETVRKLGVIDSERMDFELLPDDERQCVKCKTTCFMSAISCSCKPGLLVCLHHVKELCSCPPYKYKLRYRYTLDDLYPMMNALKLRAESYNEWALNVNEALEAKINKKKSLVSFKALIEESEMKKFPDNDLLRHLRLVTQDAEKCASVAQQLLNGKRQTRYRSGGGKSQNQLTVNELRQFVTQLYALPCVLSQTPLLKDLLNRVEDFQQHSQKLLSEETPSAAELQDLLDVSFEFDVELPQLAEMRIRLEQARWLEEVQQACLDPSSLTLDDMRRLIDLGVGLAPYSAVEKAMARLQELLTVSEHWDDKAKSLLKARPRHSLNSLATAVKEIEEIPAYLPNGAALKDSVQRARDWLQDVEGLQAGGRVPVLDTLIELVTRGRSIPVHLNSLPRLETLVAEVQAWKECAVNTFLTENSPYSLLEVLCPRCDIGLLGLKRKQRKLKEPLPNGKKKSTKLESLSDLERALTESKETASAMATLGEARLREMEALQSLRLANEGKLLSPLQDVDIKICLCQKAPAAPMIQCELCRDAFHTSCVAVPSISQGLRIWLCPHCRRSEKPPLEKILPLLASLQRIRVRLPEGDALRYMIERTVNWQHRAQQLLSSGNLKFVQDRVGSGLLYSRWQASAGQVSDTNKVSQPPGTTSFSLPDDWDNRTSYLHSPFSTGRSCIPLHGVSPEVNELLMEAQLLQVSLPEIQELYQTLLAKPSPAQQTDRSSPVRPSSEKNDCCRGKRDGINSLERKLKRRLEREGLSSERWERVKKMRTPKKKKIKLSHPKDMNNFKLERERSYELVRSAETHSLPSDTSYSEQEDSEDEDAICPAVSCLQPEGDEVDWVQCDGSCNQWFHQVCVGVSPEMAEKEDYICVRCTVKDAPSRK
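KDM5BΔAP (200 nM final) in 50 mM HEPES pH 7.5, 0.01% Tween-20 was preincubated 10 min at RT with compound over a concentration range. Substrate mix (H3K4me3 12.5 µM, α-KG 25 µM, Fe²⁺, ascorbate, NAD⁺, FDH) was added, and NADH fluorescence change over 30 min gave dose-response curves.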
Active calls of the source: *; i = inactive; ? = inconclusive; [ ] = dose if it differs, or a comment. Potency means the concentration at half of the fitted maximal effect. Only part of the results is shown, so the mix of outcomes need not match the whole.

Molecule | KDM5B inhibitor
COc1ccccc1CNc1cc(-c2ccccc2)nc2nncn12 | ?
CCc1ccc(S(=O)(=O)c2cn(CC(=O)Nc3ccc(F)c(Cl)c3)c3ccccc3c2=O)cc1 | -10%
CCc1c(C(=O)Nc2ccc(C)cc2)cnn1-c1ccc(OC)nn1 | -3%
COc1ccccc1Nc1sc(C(=O)c2ccc(F)cc2)c(N)c1S(=O)(=O)c1ccc(C)cc1 | ?
CCCCCC(=O)Nc1nc2c(s1)C[C@@H]1[C@](C)(CO)[C@H](O)CC[C@@]1(C)[C@@H]2CC(=O)N1CCC(C(N)=O)CC1 | 20%
CCCCN1CCN(C(=O)c2ccc3c(c2)N(S(C)(=O)=O)CC3)CC1 | -2%
O=C(CCc1ccccc1)Nc1ccc(NS(=O)(=O)c2ccccc2)cc1 | 33%
COc1cccc(CNC(=O)CN(C)S(=O)(=O)c2ccc3c(c2)c(=O)n(C)c(=O)n3C)c1 | 2%
CCOc1ccc(S(=O)(=O)NCCC(=O)NCC(c2ccc(OC)cc2)N2CCCC2)cc1 (configuration not stated) | 11%
Cn1c(=O)c2c(ncn2CC(=O)OCc2ccc(C(C)(C)C)cc2)n(C)c1=O | 8%
COc1ccccc1CN[C@H]1[C@H](O)[C@@H](N2CCC(C(N)=O)CC2)[C@@H]2OC[C@H]1O2 | 7%[86.2 µM]
O=C([C@H]1C[C@H](Oc2ccccc2)CN1C(=O)CCCc1ccccc1)N1CCOCC1 | 0%
COc1ccc(CCC(=O)NCc2ccc3c(c2)CCN3C(=O)c2ccc(C)cc2)cc1 | 4%
COc1cc(OC)cc(C(=O)NCC(=O)O)c1 | 20%
Cc1cc(C)c2c(=O)cc(C(=O)N3CCN(c4cccc(Cl)c4)CC3)oc2c1 | -14%
COc1ccccc1NC(=O)N(Cc1nnc2n1CCCCC2)c1ccc(F)cc1 | 6%
CNC(=O)NC(=O)C(C)Nc1cccc(Cl)c1C (configuration not stated) | -5%
COc1ccc(NC(=O)c2ccc3c(=O)n4nc(Nc5ccccc5C)sc4nc3c2)cc1Cl | 5%
CN1CC(=O)N(c2ccc(Cl)cc2)Cc2c(NCCO)ncnc21 | -24%
CCc1ccccc1NC(=O)CCS(=O)(=O)c1ccc2c(c1)CCN2C(=O)C1CC1 | 11%
COc1ccc(CN2C(=O)COC[C@H]2C(=O)Nc2ccc(OC)c(OC)c2)cc1OC | 15%
CC(C)OC(=O)N1CCC(COc2cnc3c(ccn3CC(N)=O)c2)CC1 | 40µM*
C=CCN(Cc1ccccc1OCC)C(=O)CCn1cccc1 | -15%
COc1ccc(-c2ccnc3nc(C(C)C)nn23)c(F)c1 | i

Structural class, those above with fluorine (four)
Molecule | KDM5B inhibitor
CCc1ccc(S(=O)(=O)c2cn(CC(=O)Nc3ccc(F)c(Cl)c3)c3ccccc3c2=O)cc1 | -10%
COc1ccccc1Nc1sc(C(=O)c2ccc(F)cc2)c(N)c1S(=O)(=O)c1ccc(C)cc1 | ?
COc1ccccc1NC(=O)N(Cc1nnc2n1CCCCC2)c1ccc(F)cc1 | 6%
COc1ccc(-c2ccnc3nc(C(C)C)nn23)c(F)c1 | i

Continuation:
Molecule | KDM5B inhibitor
COCCCNc1oc(-c2ccccc2Cl)nc1C#N | ?
Cc1[nH]c2nc3ccccc3n2c(=O)c1Cc1ccccc1Cl | 7%
COc1ccccc1-c1nn2c(CN3CCCCC3)nnc2s1 | ?
Nc1ccc(Oc2ccc3c(c2)C(=O)N(CC2CCCO2)C3=O)cc1 (configuration not stated) | -3%
CCCCn1cnc2c1c(=O)n(CC(=O)Nc1ccc(F)c(Cl)c1)c(=O)n2CC(C)C | 11%
Cc1ccc(C(=O)N[C@@H]2CN(C)C[C@H]2CN(C)C)s1 | ?
O=C(NCc1ccc(F)cc1)c1ccc(Cn2c(SCc3ccc(F)cc3)nc3cccnc32)cc1 | ?
O=C(CNC(=O)c1ccco1)N=Nc1c(O)[nH]c2ccc([N+](=O)[O-])cc12 | -1%
COc1ccc(CCNC(=O)C2Cn3cccc3C(=O)N2C)cc1OC (configuration not stated) | -28%
CCCN(C(=O)Cn1nc(Cc2ccncc2)c2ccccc2c1=O)c1ccc(OCC)cc1 | -12%
CC(=O)c1ccc(NC(=O)CSc2nccn2C2CCCC2)cc1 | -4%
Cc1nn2c(c1-c1ccccc1N1CCCC1)N(C(=O)c1ccc(F)cc1)CCC2 | ?
COCCN1C(=O)[C@@H]2C[C@@H](CN2C2CCCC2)Oc2ccccc21 | -26%[86.2 µM]
COc1cccc(NC(=O)c2sc3nc(C)c(C(=O)Nc4ccc(C)cc4C)c(-c4sccc4C)c3c2N)c1 | 21%
CN(C)S(=O)(=O)c1ccc(NC(=O)CCc2ncc(-c3ccc(F)cc3F)o2)cc1 | -11%
O=C1CCC2(C(=O)NCCN3CCOCC3)CCCC=C2N1C1CCCC1 (configuration not stated) | -23%
O=C(c1nn(-c2ccccc2)c(=O)c2ccccc12)N1CCN(Cc2ccc3c(c2)OCO3)CC1 | 12%
COC(=O)c1cccc(NC(=O)c2ccccc2)c1 | -4%
COc1ccccc1CCNC(=O)[C@@H]1CNC[C@H]1COc1cccnc1 | ?
CC(NC(=O)c1ccc2oc(-c3ccc(C(F)(F)F)cc3)nc2c1)c1cnn(C)c1 (configuration not stated) | ?
O=C(Cc1cccc(C(F)(F)F)c1)N1CCCc2ncc(C(=O)N3CCCC[C@@H]3c3ccccc3)cc21 | 13%
COCc1cc(C[C@@H]2C[C@H](NC(=O)COc3ccccc3)C2(C)C)no1 | 15%[86.2 µM]
Cc1cc(Cl)ccc1Oc1ccc(S(=O)(=O)N2CCCC2)cn1 | -1%
CC(C)C(CNC(=O)c1nn(C)c(=O)c2ccccc12)N1CCCC1 (configuration not stated) | ?
S=C1NCN(Cc2ccco2)CN1 | -3%
Fc1ccc(-c2cc(CC3(NC4CCCCC4)COC3)no2)cc1 | -8%[86.2 µM]
COc1ccc(OC(=O)c2cn(-c3cccc(OC)c3)c(=O)c3ccccc23)cc1 | ?
O=C(Nc1cccc(C(F)(F)F)c1)c1nc2ccccc2nc1N1CCCCC1 | -17%
O=C(Nc1ccnn1C1CCN(C(=O)CCCc2ccccc2)CC1)c1cccc(F)c1 | -16%
C=C(C)CN(C)C(=O)Cc1c2c(n(Cc3ccccc3F)c1C)CCCC2=O | -11%
CCOC(=O)c1c(NC(=O)c2ccc(S(=O)(=O)N3CCC(C)CC3)cc2)sc2c1CCN(CC)C2 | 31%[activator]
COc1cccc(NC(=O)COc2nc(C(C)C)c3c(c2C#N)CCCC3)c1 | -18%
Cc1ccc(Nc2ncc(C(=O)NC3CCCC(C)C3C)c3ccccc23)cc1Cl (configuration not stated) | ?
CCc1ccc(N(CC)C(=O)Cn2nc(Cc3cccnc3)c3ccccc3c2=O)cc1 | ?
O=C(O)CCC(=O)N1CCC2(CC1)Cc1ccccc1N(C(=O)C1CCCC1)C2 | -12%[115 µM]
Cc1noc(-c2ccc(-c3noc(-c4ccc(Cl)cc4)n3)cc2)n1 | -11%
CCCOc1ccc(Br)cc1C1C(C(=O)OCc2ccccc2)=C(C)Nc2nnnn21 (configuration not stated) | -6%
CN(C)C(=O)c1n[nH]c2c1CN(C(=O)CCC(=O)c1ccc(F)cc1)CC2 | -12%
CONC(=O)c1ccc(C(=O)OC)cc1 | ?
COCCC(=O)N1CCC(N2C(=O)C3(CCCCC3)C2c2ccccc2)CC1 (configuration not stated) | 19%
Cc1ccccc1CN1CCC(C(=O)O)CC1 | 12%
Cc1ccc(-n2ncc3c(Nc4ccc(Oc5ccccc5)cc4)ncnc32)c(C)c1 | ?
O=C(c1ccc(Br)o1)N1CCC(n2cnnc2C2CC2)CC1 | -7%
Cc1ccc(Oc2c(C(F)(F)F)oc3cc(OCC(=O)NC4CCCCC4)ccc3c2=O)cc1 | -5%
O=C(NCCc1noc(C2CC2)n1)c1ccccc1 | 23%
COc1ccccc1CCNC(=O)c1sc(NC2CC2)nc1C | -12%
CCOc1cc2sc(N3CCC(C(=O)Nc4ccc(C)cc4)CC3)nc2cc1Br | 2%
COC(=O)/C(=C\Nc1ccc(Oc2ccc(F)cc2F)nc1)NC(=O)c1ccccc1 | -5%
COC(=O)CNC(=O)c1ccc(CN)cc1 | -1%
CCC1CCC(=NNC(=O)Cc2cccc3ccccc23)CC1 (configuration not stated) | 8%
O=C1NCCCCCCN(C(=O)c2cnccn2)[C@H]2CCC[C@@H]12 | 7%
CC1=NNC(=O)C1Cc1ccc(F)cc1 (configuration not stated) | -9%
CCOC(=O)N1CCN(C(=O)Cn2nc(-c3ccccc3)ccc2=O)CC1 | 10%
CCn1nc(C)cc1S(=O)(=O)N[C@H]1[C@H]2CCO[C@H]2[C@@H]1N1CCCCC1 | 40%[activator]
COc1ccc(C[C@H](NC(=O)[C@@]2(O)C[C@@H](O)[C@H](O)[C@@H](NS(=O)(=O)c3cccc(C(F)(F)F)c3)C2)C(N)=O)cc1 | 7%
O=C(COc1ccc2c(=O)c(-c3ccc(Cl)cc3)coc2c1)N[C@H](CO)c1ccccc1 | 18%

Further compounds follow.
Molecule | KDM5B inhibitor
CCOc1ccc(C2C(C#N)=C(N)N(N(C)C)C3=C2C(=O)CCC3)cc1 (configuration not stated) | 8%
CCOC(=O)CN(C)S(=O)(=O)c1ccc(-c2cc(C(=O)OC)sc2C(F)(F)F)cc1 | 16%
CCc1ccc2c(CN3CCN(S(=O)(=O)c4ccc5c(c4)OCCO5)CC3)cc(=O)oc2c1 | -2%
CC(=O)Nc1ccc(NS(=O)(=O)c2cc(Br)cc3c2N(C(=O)C2CC2)CC3)cc1 | 2%
COc1ccc(CN2C=C(C(=O)OCc3noc(-c4cccc(OC)c4)n3)C(C)=NS2(=O)=O)cc1 | -16%
Cc1ncccc1Oc1ncnc(N2CCC3(CC(=O)NC3=O)C2)c1C (configuration not stated) | 33%[activator]
Cn1c(=O)n(Cc2ccccc2)c(=O)c2c1[nH]c(=O)n2C | -12%
C[C@H](NC(=O)OC(C)(C)C)c1nnc(SCc2ccc(Cl)cc2Cl)o1 | 1%
O=C(CSc1nc2nc[nH]c2c(=O)[nH]1)NCc1ccccc1 | 8%
COCC1CN(C2CCC2)CC12CCN(S(=O)(=O)c1cnc[nH]1)CC2 (configuration not stated) | ?
CCc1c(C)sc2c1CCN(C(=O)Nc1ccccc1C(=O)OC)C2c1ccc(F)cc1 (configuration not stated) | ?
CCC(=O)N1C2CCCC1CC(=O)C2 | 12%[115 µM]
Cc1cc(C)n(-c2cccc(CN(C)C(=O)c3cc(C(C)C)no3)c2)n1 | -15%
Cc1ccc(Cn2nnc3c(=O)[nH]c(C4CCN(C(=O)Cc5ccccc5F)CC4)nc32)cc1 | -51%
CCC1=C(C(=O)OC)C(c2ccccc2Cl)N2C(CC(=O)NCC3CC3)=CSC2=N1 (configuration not stated) | -30%
CC1Cc2ccccc2N1S(=O)(=O)c1cc(Cl)ccc1Cl (configuration not stated) | -12%
N#CC1(NC(=O)CSc2nccn2C2CC2)CCCCC1 | 8%
O=C(Nc1cccn2nc(C3CCC3)nc12)C1CCC1 | -17%
CC(=O)c1cc(C)cc(C)c1O | 16%
Fc1ccc(-c2ccn[nH]2)cc1 | 22%
O=C(c1ccc(Cl)cc1)C1CCN(CC(=O)N2CCCCC2)CC1 | 2%
Cc1cccc2c1NC(=O)C21CC(=O)Nc2c1sc(C(=O)O)c2-c1ccccc1 (configuration not stated) | -11%
Cc1nn2c(c1-c1ccccc1OCc1ccccc1)N(Cc1cccnc1)CCC2 | 13%[86.2 µM]
Cc1nc2ccc(S(=O)(=O)NC(CC(C)C)C(=O)NCc3ccc(Cl)cc3)cc2s1 (configuration not stated) | -8%
Cc1ccc(C2NC(=O)N(CC(=O)Nc3cc(C)on3)C3=C2C(=O)OC3)cc1 (configuration not stated) | -9%
O=C(c1ccccc1)N1CCC(N(C(=O)C2CC2)C2CCOCC2)CC1 | 12%
O=C(N/N=C/c1c(O)n(Cc2ccco2)c(=O)[nH]c1=O)c1ccccc1 | ?
Cc1ccc(S(=O)(=O)NCCCn2ccnc2-c2nc[nH]c2C)cc1 | 121%[activator]
O=C(Nc1cccc(Cl)c1)c1ccc2nc(CCc3ccccc3)oc2c1 | ?
CCOc1ccc(NC(=O)CCC(=O)NNC(=O)COc2ccc(C)cc2Br)cc1 | 10%
COCc1c(C(=O)N/N=C(/C)c2cccs2)nnn1-c1nonc1N | ?
CSc1ccc(CNC(=O)c2c(C)noc2C)s1 | 33%
CCOc1cc(Br)c(/C=C2/NC(=O)NC2=O)cc1OC | 11%
O=C(c1cc(F)cc(F)c1)N1CCOc2ccccc21 | 13%
COc1ccc(C(F)(F)F)cc1N/C=C/c1nnnn1-c1ccc(C)cc1 | -11%
CCOCCCn1c(=N)c(C(=O)NCc2cccnc2)cc2c(=O)n3ccccc3nc21 | i
C1=C(c2nc(-c3cncnc3)cc3c2ccn3Cc2cccnc2)CCOC1 | ?
O=[S+]([O-])(c1cccs1)N1CC(N2CCc3ccccc32)C1 | ?
CN(C)CCNC(=O)c1ccc2nc(Cc3ccccc3)oc2c1 | -22%
O=C(c1ccccn1)N1CCC(N2CC(OCC3CC3)C23CCOCC3)CC1 (configuration not stated) | -26%

Screening results: PubChem BioAssay, National Center for Advancing Translational Sciences (NCATS)
